Screens deposited in PubChem by Broad Institute.
PGC1a acetyl inh – inhibitors of PGC1a acetylation signal, primary screen, cell-based, U2OS, AlphaScreen, inhibitor mode. AlphaScreen anti-acetyl-lysine; with virally co-expressed GCN5 acetyltransferase. inhibition, % at 15.6 µM. 350,000 tested, 0.17% active. AID 651687, 2012;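 active = every replicate shows inhibition of at least 40%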;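 note: 0% = neutral control wells and 100% = positive control wells; some results beyond the cut were filed as inactive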
Statin myotox sup – suppressors of statin myotoxicity in C2C12 myotubes, primary screen, cell-based, single point, plate reader; C2C12 myotubes + simvastatin, ATP luminescence, 48 h; scaled: DMSO 0, geranylgeraniol control 100; 330,000 tested, 0.78% active; rescue of ATP level, % at 7.49 µM;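 active = mean ATP rescue above about 67%, or every replicate alone reaching that limit, limit read from the data, passing the limit was not always enough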;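 note: myotubes were challenged with 10 µM simvastatin during compound exposure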
Cneo AK release – Cryptococcus neoformans cell lysis inducers, primary screen, AK release luminescence, single concentration; C. neoformans lysis, adenylate kinase release luminescence, 4 h; normalised: neutral wells 0, clomiphene wells 100; lysis activity, % at 15 µM; 360,000 tested, 0.2% active; AID 651654, 2012;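 active = mean lysis activity across replicates of at least 80%, whatever share of replicates individually reach that level; inactive = mean lysis activity below 80%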
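Assay system: log-phase C. neoformans yeast / Quantity: yeast cell density of 5 × 10^6 cells/mL / Medium: fresh YPD growth medium / Compound: single dose / Timing: static 4 h at 37 °C with compound, 1 h detection / Measured by: adenylate kinase release luminescence / Read-out: lysis from increased AK signal / Benchmarks: Clomiphene as positive lysis control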
* marks the source's active call; other numbers are inactive results.

SMILES	PGC1a acetyl inh	Statin myotox sup	Cneo AK release
COC(=O)c1cc(OC)c(OC)cc1NC(=O)Nc1ccccc1OC	0	4	5
Cc1ccc(S(=O)(=O)/N=C(\c2ccc(Cl)cc2)N2CCOCC2)cc1	6	-20	2
COC(=O)c1sc2ccccc2c1-n1cccc1C(=O)C(=O)Nc1ccc(F)cc1	37	-2	-2
COCCNC(=O)c1cc2c(=O)n3cccc(C)c3nc2n(Cc2ccncc2)c1=N	-12	4	3
COCCCn1c(C(=O)N2CC(C)OC(C)C2)cc2c(=O)n3cccc(C)c3nc21 (centres undefined)	10	-13	0
COc1ccc(C(=O)N2CCN(C(=O)c3cc(OC)c(OC)c(OC)c3)CC2)cc1	6	108*	-2
Cc1ccc(-c2csc(NC(=O)c3cccc([N+](=O)[O-])c3)n2)cc1	-5	-1	-4
COc1ccc(C2C(C(=O)c3cccs3)=C(O)C(=O)N2c2nncs2)cc1 (centres undefined)	3	14	-1
CCc1ccc(C(=O)Cn2ncc(Cl)c(Cl)c2=O)cc1	2	0	-1
O=C(O)C1CCCCC1C(=O)NCCCN1CCOCC1 (centres undefined)	3	2	2
CCOC(=O)c1c(C)nc2sc3c(=O)n(-c4ccc(C(C)=O)cc4)cnc3c2c1-c1ccc(OC)cc1	1	1	-5
O=C(CN1CCN(c2ccccc2)CC1)Nc1ccccc1C(F)(F)F	-7	2	1
O=C(c1cn(-c2ccccc2)nc1-c1ccccc1)N1CCOCC1	9	-2	-2
CCOC(=O)N1CCC(NC(=O)c2ccc3c(c2)N(C)CCS3)CC1	-2	6	-1
CNC(=O)c1nc(C)n(-c2cc(Cl)ccc2Cl)n1	5	3	-1
c1ccc(CN2CCOCC2)cc1	12	-7	-3
O=C(ON=C1CCSCC1)c1ccccc1	46	3	8
Cc1cc(N2CCOCC2)ccc1/C=C1\SC(=O)N(C(C)C)C1=O	11	-36	-5
FC(F)(F)c1cccc(N2CCN(C(=S)NC3CCCC3)CC2)c1	-25	-5	6
COC(=O)Cc1c(O)ccn(Cc2cccc3ccccc23)c1=O	5	-5	3
OC(CNCc1ccco1)Cn1c2ccccc2c2ccccc21 (centres undefined)	-1	-11	2
Cc1cccc(NC(=O)c2cccc(NS(=O)(=O)c3ccc(Cl)cc3)c2)c1	3	105*	0
CCN1C(c2ccc(F)cc2)=CS/C1=C(\C#N)c1nnc2n1-c1ccccc1SC2	-6	-52	-1
CCCCOC(=O)c1ccc(NC(=O)c2nn(C)cc2Br)cc1	2	-6	0
COc1ccccc1Nc1nc(N)nc(-c2cc3ccccc3o2)n1	6	8	-3
Continuation.
SMILES	PGC1a acetyl inh	Statin myotox sup	Cneo AK release
Cc1cc(C(=O)OCC(=O)NC2CCCCC2)c(C)o1	-12	-3	0
Cc1ccc2nc(-c3ccc(NC(=S)NCCC(C)C)cc3)sc2c1	3	3	-8
O=C(N/C(=C\c1cccc([N+](=O)[O-])c1)C(=O)N1CCCCC1)c1cccs1	4	4	0
O=S(Cc1ccccc1)CC(O)(c1ccccc1)c1ccccc1 (centres undefined)	-14	-1	0
Cc1ccc(CNc2ccc3c(c2)OCO3)cc1	23	20	7
COc1ccc(NC(=O)N[C@@H](CCSC)C(=O)O)cc1Cl	-12	-8	-1
Cn1nccc1/C=C(/C#N)S(=O)(=O)c1ccccc1	6	-2	1
Cc1cc(N)ccc1-n1c(C)ccc1C	2	-5	1
COc1cccc(/C=N/NC(=O)c2ccc(OCc3cccc(Br)c3)cc2)c1	-1	-7	1
O=C(NCCSCc1c(F)cccc1Cl)c1ccco1	-2	10	-2
COc1ccc(C)cc1NC(=O)CC(O)(C(F)(F)F)C(F)(F)F	-9	0	1
COc1ccccc1N(C)S(=O)(=O)c1ccc(C(=O)NC2=NCCS2)cc1	-19	-13	-4
CCOC(=O)NC1(C(F)(F)F)N=C(c2ccccc2)NC1=O (centres undefined)	8	-7	2
CN(C)c1ccc(NC(=S)NC(=O)/C=C/c2ccc(Cl)cc2)cc1	-6	-17	0
CCn1c2ccccc2c2cc(NC(=O)COc3ccc(OC)cc3)ccc21	-11	1	-2
COc1ccc(OC)c2sc(N3CCCCC3)nc12	-3	6	1
Cc1sc2ccccc2[n+]1CCC(C)S(=O)(=O)[O-] (centres undefined)	10	8	-1
C[C@@]12C(=O)Nc3ccc(Cl)cc3C(=O)N1[C@H]1c3ccccc3OC[C@@H]1[C@@H]2c1ccccc1	6	15	-4
Cc1nc(SCC(=O)OCc2ccccc2)c(C#N)c(-c2ccccc2)c1C(=O)Nc1ccccc1	-57	3	1
CCn1c(COc2ccccc2C(N)=O)nc2ccccc21	-5	11	-3
Cc1cc(C)c(NC(=O)Cn2c(=O)n(Cc3ccco3)c(=O)c3ccccc32)c(C)c1	-11	23	2
CSc1nc(-c2ccccc2)nc2c1COC(C)(C)C2	-10	6	-2
c1ccc(C(c2nnnn2C2CCCCC2)N2CCc3ccccc3C2)nc1 (centres undefined)	-2	9	1
O=C(N/N=C/c1ccc([N+](=O)[O-])s1)c1ccncc1	-21	22	-1
CC(C)n1cc(/C=C2/NC(=O)N(c3cccc(Cl)c3)C2=O)c2ccccc21	-1	-3	-12
(next part)
SMILES	PGC1a acetyl inh	Statin myotox sup	Cneo AK release
O=C(Nc1nc(-c2cccnc2)cs1)c1ccc(S(=O)(=O)N2CCOCC2)cc1	15	-6	0
Cc1nc(-c2cccc(S(=O)(=O)N3CC(C)OC(C)C3)c2)cs1 (centres undefined)	-6	115*	-4
Cn1c(=O)cc(NCc2ccccc2)[nH]c1=O	-12	-6	0
O=C(CN1CCCCC1)Nc1nnc(-c2ccccc2)s1	1	-3	1
CN1CCN(S(=O)(=O)c2ccc(N3CCN(S(=O)(=O)/C=C/c4ccccc4)CC3)nc2)CC1	-18	1	4
COc1cccc(-c2nc(=S)c3c(n2Cc2ccco2)CCCC3)c1	-14	40	-1
CCOc1ccc(-c2nnc(SCC(=O)Nc3ccc4c(c3)c3ccccc3n4CC)n2N)cc1	-13	-291	-1
CCCS(=O)(=O)N1CCC(C(=O)NCCN(CC)c2ccccc2)CC1	5	-3	1
CC(=O)NS(=O)(=O)c1ccc(NC(=O)/C=C/c2ccccc2Cl)cc1	-7	2	2
Cn1c(SCc2c(F)cccc2Cl)nnc1-c1cnccn1	-7	-7	10
Brc1ccc(-c2nnc3n2C2(CCCC2)Cc2ccccc2-3)o1	-3	-25	-1
Cc1cccc(NC(=O)CSc2nnc(-c3cc(C)n(-c4ccccc4)c3C)o2)c1C	-7	-2	-3
CC(C)OC(=O)CSc1nc2cccnc2n1-c1ccc(F)cc1	-53	4	0
O=S(N1CCCCCC1)C12CC3CC(CC(C3)C1)C2 (centres undefined)	5	-4	7
O=C(c1cccs1)N1CCN(Cc2ccncc2)CC1	10	12	-2
COC(=O)C1=C(N)c2c(F)cccc2C1(C#N)c1ccc(F)cc1 (centres undefined)	-8	6	-3
CC1CN(C(=O)COC(=O)c2cccs2)CC(C)O1 (centres undefined)	-20	-8	2
COCc1cc(C)nc(N)c1C#N	-1	-1	0
O=C(CSc1nnc(-c2cc3ccccc3cc2O)n1Cc1ccco1)c1ccc(F)cc1	-15	28	-1
COc1ccc(NS(=O)(=O)c2cccs2)c(OC)c1	5	1	-1
O=C(Nc1ccc(Cl)cc1)C(c1ccccc1)N(CCO)CCO (centres undefined)	14	6	-2
COc1cc(NS(=O)(=O)c2ccc(NC(=O)COc3ccc(C)cc3)cc2)nc(OC)n1	-9	0	-1
CC1CCN(S(=O)(=O)c2ccc(C(=O)OCc3ccc4c(c3)OCO4)cc2)CC1	-6	-22	2
O=C1CCCN1CCCNCC(=O)N1c2ccccc2Sc2ccccc21	-9	1	0
Cc1cc(NC(=O)CSc2nnc(CNc3cccc(C(F)(F)F)c3)n2Cc2ccco2)no1	-8	-3	0
(further entries)
SMILES	PGC1a acetyl inh	Statin myotox sup	Cneo AK release
CCOC(=O)c1[nH]c2ccc(OC)cc2c1NC(C)=O	-1	-6	0
Cc1ccc(N2CCN(c3ccc(C)cc3)C(CC(=O)O)C2=O)cc1 (centres undefined)	-2	3	3
CCCn1c(CC)nc([N+](=O)[O-])c1Sc1ccc(C)cc1	5	6	0
Cc1cccc(Oc2ncnc3onc(C)c23)c1C	2	6	1
O=c1nc2ccccc2c(NS(=O)(=O)c2ccccc2)n1-c1ccccc1	43	-8	0
CCOc1ccc(NC(=O)CN(C)CC(=O)Nc2ccccc2C#N)cc1OCC	2	-5	0
Cc1ccc(S(=O)(=O)CC(=O)Nc2ccc(S(=O)(=O)Nc3onc(C)c3C)cc2)cc1	1	6	1
COc1ccc(/C=C/C(=O)OC(C)CN2CCOCC2)cc1 (centres undefined)	3	0	2
Cc1[nH]c(=O)c(C#N)c2c1CSC(C)(C)C2	-6	-32	0
C=CCn1c(C)cc(C(=O)CSc2nnc(Cc3ccccc3)o2)c1C	0	3	0
CCOC(=O)N1CCN(C2=Nc3cccc4cccc2c34)CC1	-2	6	0
COc1ccc(N(Cc2cc3cc(OC)ccc3[nH]c2=O)C(=O)c2cccnc2)cc1	7	5	8
CC(C(=O)OCc1nnc(-c2ccccc2)o1)N1C(=O)c2ccccc2C1=O (centres undefined)	-2	-12	7
CCN(CC)C(=O)NC1CC2CCCC(C1)N2Cc1ccccc1 (centres undefined)	6	0	0
COC(=O)c1c(NC(=O)c2cccnc2)sc(C)c1C	-7	-7	17
COc1cc(C2CC(=O)c3cnc(NC(C)=O)nc3C2)cc(OC)c1OC (centres undefined)	-10	-4	-1
CCOc1ccc2[nH]c(=O)c(CN(Cc3nnnn3Cc3ccccc3)CC3CCCO3)cc2c1 (centres undefined)	0	6	-8
Cc1cc(=O)n2[nH]c(-c3ccc(C(C)(C)C)cc3)cc2n1	-13	-62	-8
CCCCOc1ccc(C(=O)NC)cc1	-2	5	0
CCN1C(=O)c2cccc3c(S(=O)(=O)Nc4ccccc4)ccc1c23	-24	13	1
Cc1cc(C(F)F)n2nc(C(=O)Nc3sc4c(c3C#N)CCC(C)C4)nc2n1 (centres undefined)	-4	7	-2
O=C(/C=C/Nc1cccc(O)c1)c1ccccc1	-7	-4	-3
C/C(=N/NC(=O)c1cc(C(C)C)[nH]n1)c1cccs1	-16	-33	-3
CC1CCN(C(=O)c2ccc(NS(C)(=O)=O)cc2)CC1	-7	-7	0
C=C(C)CN1C(=O)C(O)(CC(=O)c2ccc3c(c2)OCCO3)c2ccccc21 (centres undefined)	9	6	1
CC(=O)c1ccc(-n2nnnc2SCC(=O)N2CCc3ccccc3C2)cc1	-9	12	-1
O=C1CC(N2CCOCC2)C(=O)N1c1ccccc1Cl (centres undefined)	6	5	1
COc1ccc(N(CC(=O)NCCc2cccc(C)c2)S(=O)(=O)c2c(C)noc2C)cc1	-20	11	1

Among those listed so far, 20 contain four or more nitrogen atoms.
SMILES	PGC1a acetyl inh	Statin myotox sup	Cneo AK release
COCCNC(=O)c1cc2c(=O)n3cccc(C)c3nc2n(Cc2ccncc2)c1=N	-12	4	3
COCCCn1c(C(=O)N2CC(C)OC(C)C2)cc2c(=O)n3cccc(C)c3nc21 (centres undefined)	10	-13	0
CNC(=O)c1nc(C)n(-c2cc(Cl)ccc2Cl)n1	5	3	-1
CCN1C(c2ccc(F)cc2)=CS/C1=C(\C#N)c1nnc2n1-c1ccccc1SC2	-6	-52	-1
COc1ccccc1Nc1nc(N)nc(-c2cc3ccccc3o2)n1	6	8	-3
c1ccc(C(c2nnnn2C2CCCCC2)N2CCc3ccccc3C2)nc1 (centres undefined)	-2	9	1
O=C(N/N=C/c1ccc([N+](=O)[O-])s1)c1ccncc1	-21	22	-1
O=C(Nc1nc(-c2cccnc2)cs1)c1ccc(S(=O)(=O)N2CCOCC2)cc1	15	-6	0
O=C(CN1CCCCC1)Nc1nnc(-c2ccccc2)s1	1	-3	1
CN1CCN(S(=O)(=O)c2ccc(N3CCN(S(=O)(=O)/C=C/c4ccccc4)CC3)nc2)CC1	-18	1	4
CCOc1ccc(-c2nnc(SCC(=O)Nc3ccc4c(c3)c3ccccc3n4CC)n2N)cc1	-13	-291	-1
Cn1c(SCc2c(F)cccc2Cl)nnc1-c1cnccn1	-7	-7	10
Cc1cccc(NC(=O)CSc2nnc(-c3cc(C)n(-c4ccccc4)c3C)o2)c1C	-7	-2	-3
COc1cc(NS(=O)(=O)c2ccc(NC(=O)COc3ccc(C)cc3)cc2)nc(OC)n1	-9	0	-1
Cc1cc(NC(=O)CSc2nnc(CNc3cccc(C(F)(F)F)c3)n2Cc2ccco2)no1	-8	-3	0
CCOc1ccc(NC(=O)CN(C)CC(=O)Nc2ccccc2C#N)cc1OCC	2	-5	0
CCOc1ccc2[nH]c(=O)c(CN(Cc3nnnn3Cc3ccccc3)CC3CCCO3)cc2c1 (centres undefined)	0	6	-8
Cc1cc(C(F)F)n2nc(C(=O)Nc3sc4c(c3C#N)CCC(C)C4)nc2n1 (centres undefined)	-4	7	-2
C/C(=N/NC(=O)c1cc(C(C)C)[nH]n1)c1cccs1	-16	-33	-3
CC(=O)c1ccc(-n2nnnc2SCC(=O)N2CCc3ccccc3C2)cc1	-9	12	-1

This is a subset; rates above refer to the full screens.
